Bioassay records deposited in PubChem by National Center for Advancing Translational Sciences (NCATS).
GCN5L2 inh = GCN5L2 (KAT2A) acetyltransferase inhibition; Q92830; GCN5L2 HAT assay, ThioGlo1 CoA-SH fluorescence; Potency, µM (series often up to 58.9 µM), for the others: at the highest dose activity change, negative = inhibition, most hits filed as inhibitors; 390,000 compounds, 0.21% hits; AID 504327
Target sequence (Q92830 whole entry, looked up): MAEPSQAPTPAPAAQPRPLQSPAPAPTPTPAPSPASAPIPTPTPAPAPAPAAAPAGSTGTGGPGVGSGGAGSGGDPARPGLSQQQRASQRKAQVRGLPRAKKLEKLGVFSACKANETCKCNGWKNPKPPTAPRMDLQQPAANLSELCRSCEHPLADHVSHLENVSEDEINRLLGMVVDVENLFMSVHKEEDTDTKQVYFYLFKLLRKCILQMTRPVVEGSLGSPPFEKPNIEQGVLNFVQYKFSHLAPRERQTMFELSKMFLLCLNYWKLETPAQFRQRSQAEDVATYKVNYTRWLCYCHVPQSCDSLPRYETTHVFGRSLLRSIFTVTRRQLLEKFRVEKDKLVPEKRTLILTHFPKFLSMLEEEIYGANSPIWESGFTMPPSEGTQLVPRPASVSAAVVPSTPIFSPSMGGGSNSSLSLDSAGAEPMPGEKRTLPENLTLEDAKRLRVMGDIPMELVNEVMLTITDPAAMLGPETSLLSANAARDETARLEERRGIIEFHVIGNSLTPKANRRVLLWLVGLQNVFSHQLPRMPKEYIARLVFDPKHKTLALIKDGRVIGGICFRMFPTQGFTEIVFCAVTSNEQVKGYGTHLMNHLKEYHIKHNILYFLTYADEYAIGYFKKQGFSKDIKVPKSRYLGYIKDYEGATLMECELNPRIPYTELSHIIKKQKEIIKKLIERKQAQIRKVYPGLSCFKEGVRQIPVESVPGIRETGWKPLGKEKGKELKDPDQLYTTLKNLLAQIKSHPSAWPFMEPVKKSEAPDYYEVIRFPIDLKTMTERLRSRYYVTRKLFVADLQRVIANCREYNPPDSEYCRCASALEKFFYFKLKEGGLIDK
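GCN5L2 (20nM final) in 50mM HEPES, 0.1mM EDTA pH 7.5, 0.01% Tween-20 was preincubated 15 min at room temperature with compound, then given ThioGlo1 (50uM), H3(1-25) peptide (75uM) and acetyl-CoA (70uM); CoA-thiol fluorescence (Ex340/Em540) was read at 0 and 20 min.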
TDP1 cell noCPT = qHTS for Inhibitors of human tyrosyl-DNA phosphodiesterase 1 (TDP1): qHTS in cells in absence of CPT; AID 686978, 2013; 420,000 compounds, 15% hits; DT40 Tdp1-/- hTDP1 cells, no CPT, ATP luminescence, 48 h; Potency, µM (highest dose often 46.2 µM), without a hit: at the highest dose activity change, negative = growth inhibition, usual class: inhibitors; further: nearly all actives have a fitted effect of over 55% in size
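Growth of hTDP1-complemented DT40 Tdp1-knockout cells is measured by ATP luminescence after at least 48 hr compound exposure at 37 °C, with DMSO substituting for the 20 nM CPT used in the parallel screen.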
TDP1 cell CPT = growth inhibition of DT40 Tdp1-/-;hTDP1 cells with camptothecin (screen for TDP1 inhibitors). chicken DT40 Tdp1-/-;hTDP1 cells + 20 nM CPT, ATP luminescence, 48 h. Potency, µM (highest dose often 46.2 µM), inactives show at the top dose activity change, negative = growth inhibition, usual class: inhibitors. 420,000 compounds, 12% hits. AID 686979; further: nearly all actives have a fitted effect of over 55% in size
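Chicken DT40 Tdp1-/- cells stably complemented with human TDP1 were seeded at 400 cells/well in medium containing 20 nM camptothecin, exposed to pin-transferred compounds, and grown at 37 °C for at least 48 hr. Viability was read as ATP luminescence.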
The depositor's hits bear a star; ? = inconclusive; . = not tested or not shown; [ ] = another dose, or the depositor's remark. The call rests on the fitted dose curve; in most records, active means well fitted curve in the direction sought with a large enough effect; inconclusive means small, poorly fitted or top-dose-only effect, or another doubt; inactive means no such curve, though single readings can be large; an effect the other way counts as inactive or inconclusive. On the % scale 0 is the no-effect control and ±100 the full control effect; potency means the concentration at half of the fitted maximal effect. These rows are one share of the data; rates above refer to the full screens.

Start of the data: the first 19 entries as a preview:
SMILES	GCN5L2 inh	TDP1 cell noCPT	TDP1 cell CPT
O=C(NNC(=O)C1CC=CCC1C(=O)O)c1cccs1 (centres undefined)	-0.4%	2.9%	1.2%
CNc1nc(Cl)nc(Nc2ccccc2)n1	1.4%	19.7%	0.8%
COc1cccc(NC(=O)c2ccccc2F)c1	4.8%	-8.5%	10.5%
CC(C)c1nc2sc3c(c2c(=O)o1)CCCC3	-0.4%	-27.6%	?
CCOC(=O)C(NC(C)=O)(Nc1ccc(S(=O)(=O)Nc2ncccn2)cc1)C(F)(F)F (centres undefined)	-1.6%	?	?
O=C(c1ccc([N+](=O)[O-])o1)N1CCc2ccccc2C1	-7.0%	14.6µM*	20.6µM*
COc1ccc(-n2c(SCC(=O)Nc3ccc(C(N)=O)cc3)nc3ccccc3c2=O)cc1OC	1.3%	-25.4%	-11.7%
CN(CC(=O)Nc1ccc(F)cc1)C(=O)c1ccc(OCc2ccccc2)cc1	-3.1%	-9.8%	-23.9%
CCOc1ccc(N(Cc2cc3cc(C)ccc3[nH]c2=O)S(=O)(=O)c2ccccc2)cc1	-1.1%	?	1.5%
CCC(C)COC(=O)c1ccc(C(=O)O)cc1 (centres undefined)	-2.0%	4.0%	-5.2%
CCOC(=O)C1=C(CSc2nc(C)cc(C)c2C#N)OC(N)=C(C#N)C1c1cccs1 (centres undefined)	-10.6%	-26.5%	?
N#CCN1C(=O)C(=O)N(Cc2cccc(C(F)(F)F)c2)C1=O	-7.3%	18.9%	?
CCOC(=O)C1(CCOC)CCN(Cc2ccc(C(=O)OC)cc2)CC1	-3.2%	-24.2%	5.2%
Cc1c(-c2ccccc2)c(=O)oc2c(CN3CCOCC3)c(O)ccc12	?	?	?
CCC(Nc1nc(-c2ccccc2)nc2ccccc12)C(=O)O (centres undefined)	-0.9%	-28.1%	-5.6%
Cc1c(Cl)cccc1NC(=S)NC1CC1	3.5%	-16.4%	5.9%
CCc1ccc2nc(N)sc2c1	-3.1%	?	-14.6%
O=C(c1cccc([N+](=O)[O-])c1)c1cc2ccccc2o1	-1.8%	?	-0.9%
CCOc1ccc(Cn2c(CNS(=O)(=O)c3ccc(Cl)s3)nc3cccnc32)cc1	-15.1%	?	18.4µM*

The whole of this part (from the top)
SMILES	GCN5L2 inh	TDP1 cell noCPT	TDP1 cell CPT
O=C(NNC(=O)C1CC=CCC1C(=O)O)c1cccs1 (centres undefined)	-0.4%	2.9%	1.2%
CNc1nc(Cl)nc(Nc2ccccc2)n1	1.4%	19.7%	0.8%
COc1cccc(NC(=O)c2ccccc2F)c1	4.8%	-8.5%	10.5%
CC(C)c1nc2sc3c(c2c(=O)o1)CCCC3	-0.4%	-27.6%	?
CCOC(=O)C(NC(C)=O)(Nc1ccc(S(=O)(=O)Nc2ncccn2)cc1)C(F)(F)F (centres undefined)	-1.6%	?	?
O=C(c1ccc([N+](=O)[O-])o1)N1CCc2ccccc2C1	-7.0%	14.6µM*	20.6µM*
COc1ccc(-n2c(SCC(=O)Nc3ccc(C(N)=O)cc3)nc3ccccc3c2=O)cc1OC	1.3%	-25.4%	-11.7%
CN(CC(=O)Nc1ccc(F)cc1)C(=O)c1ccc(OCc2ccccc2)cc1	-3.1%	-9.8%	-23.9%
CCOc1ccc(N(Cc2cc3cc(C)ccc3[nH]c2=O)S(=O)(=O)c2ccccc2)cc1	-1.1%	?	1.5%
CCC(C)COC(=O)c1ccc(C(=O)O)cc1 (centres undefined)	-2.0%	4.0%	-5.2%
CCOC(=O)C1=C(CSc2nc(C)cc(C)c2C#N)OC(N)=C(C#N)C1c1cccs1 (centres undefined)	-10.6%	-26.5%	?
N#CCN1C(=O)C(=O)N(Cc2cccc(C(F)(F)F)c2)C1=O	-7.3%	18.9%	?
CCOC(=O)C1(CCOC)CCN(Cc2ccc(C(=O)OC)cc2)CC1	-3.2%	-24.2%	5.2%
Cc1c(-c2ccccc2)c(=O)oc2c(CN3CCOCC3)c(O)ccc12	?	?	?
CCC(Nc1nc(-c2ccccc2)nc2ccccc12)C(=O)O (centres undefined)	-0.9%	-28.1%	-5.6%
Cc1c(Cl)cccc1NC(=S)NC1CC1	3.5%	-16.4%	5.9%
CCc1ccc2nc(N)sc2c1	-3.1%	?	-14.6%
O=C(c1cccc([N+](=O)[O-])c1)c1cc2ccccc2o1	-1.8%	?	-0.9%
CCOc1ccc(Cn2c(CNS(=O)(=O)c3ccc(Cl)s3)nc3cccnc32)cc1	-15.1%	?	18.4µM*
Cc1cc(N2CCOCC2)n2nc(-c3cccc(F)c3)cc2n1	-3.3%	-8.7%	-21.3%
COc1ccc(CCNCC(=O)Nc2ccc(OC(F)(F)F)cc2)cc1OC	3.8%	-20.6%	-14.9%
CCOc1ccc(C2=NNC(c3cccs3)=Nc3ccc(OC)cc32)cc1OCC	-10.4%	?	?
CCC(C)N(C(=O)CSc1nnc2ccccn12)C1CCS(=O)(=O)C1 (centres undefined)	-1.3%	-7.3%	-4.5%
N#CCSc1nnc(-c2sc3ccccc3c2Cl)o1	-5.9%	?	?
COc1ccc(CCC(C)N2CCc3ccccc3C2)cc1 (centres undefined)	-4.6%	?	-12.5%
CCCc1c(-c2cccc(Cl)c2)ncn1CCc1ccccc1OC	.	16.4µM*	?
COC(=O)c1c(NC(=O)C(Cl)Cl)sc2c1C(C(=O)OC)CC2 (centres undefined)	-0.3%	?	?
Nc1ncnc2c1ncn2[C@@H]1O[C@H](CNC(=O)[C@@H]2C[C@H](F)CN2)[C@@H](O)[C@H]1O	-9.7%	11.6%	4.3%
COc1cccc(N2CCN(C(=O)c3cc4c(s3)-c3c(C)cccc3OC4)CC2)c1	-7.8%	23.1µM*	?
Cc1[nH]c(=O)[nH]c(=O)c1/C=N/NC(=O)[C@@H](NC(=O)OC(C)(C)C)C(C)C	1.5%	-16.1%	-28.7%
O=C(CCC1COc2ccccc2O1)Nc1ncccc1O (centres undefined)	-15.3%	-10.3%	-7.2%
CCC1(CC)NC(=O)N(CC(=O)N2CCc3ccccc32)C1=O	-0.7%	-17.6%	2.9%
O=C(Cn1nc(Cc2cccnc2)c2ccccc2c1=O)NCc1ccc2c(c1)OCO2	-4.5%	-23.5%	-13.7%
COc1ccccc1CN1CCC2(CCC(CNC(=O)c3ccccc3N(C)C)O2)CC1 (centres undefined)	.	?	-12.1%[9.04 µM]
COC(=O)c1c(C)[nH]c(C(=O)/C=C/c2cccc(Cl)c2)c1C	0.8%	?	?
O=C(Nc1ccc(S(=O)(=O)N(Cc2ccccc2)c2ccccc2)cc1)c1ccccc1F	-11.3%	?	?
CC(C)C[C@H]1CN=C(Nc2ccccc2)N1CC1CCC1	-0.6%	?	?
COc1ccc(-c2nnc(SCC(=O)c3cccs3)n2-c2ccc(Cl)cc2)cc1	-1.4%	?	?
CCc1nnc(NC(=O)c2ccc3nc(CC)c(CC)nc3c2)s1	2.0%	-26.0%	1.7%
Cc1ccccc1N1CC(C(=O)Nc2ccc(S(=O)(=O)N3CCCCC3)cc2)CC1=O (centres undefined)	-2.8%	16.4µM*	?
Cc1c(/C=N/N=C2\CCC3C4CCc5cc(O)ccc5C4CCC23C)cnn1C (centres undefined)	-9.0%	?	?
COc1ccc(O)c(C(=O)c2cc(C#N)c(=O)n(CCN3CCOCC3)c2)c1	47.3%[activator]	4.2%	-5.3%
COc1ccc(/C=C/c2cc[n+](C(=O)Cc3ccccc3)cc2)cc1	-16.1%	2.31µM*	3.26µM*
C/C(=N\NC(=S)NCc1ccccc1)c1ccc2c(c1)OCCO2	-11.0%	23.1µM*	16.4µM*
Nc1nn(-c2ccccc2)nc1C(=O)OCc1ccccc1Br	-9.0%	?	?
COc1ccc(-c2nc3cc(C)ccc3cc2CN(C(=O)c2cc(C)nn2C)C2CC2)cc1OC	.	20.6µM*	?
Nc1ccc(S(=O)(=O)NC2=NCCCCC2)cc1N	-9.4%	-19.3%	5.6%
CC(=O)c1ccc(NC(=O)CCCN2C(=O)C(c3ccccc3)Oc3cccnc32)cc1 (centres undefined)	-8.5%	-26.3%	-25.1%
O=C(c1cc(-c2ccccc2)on1)N1CCN(Cc2ccc3c(c2)OCO3)CC1	-7.3%	-23.8%	-25.4%
COC(=O)/C=C1\N/C(=N\c2nc(C)cc(C)n2)N(c2ccccc2)C1=O	0.7%	1.1%	1.6%
COc1ccc(C)cc1S(=O)(=O)NCC(c1cccnc1)N1CCc2ccccc2C1 (centres undefined)	-0.7%	-11.5%	-27.5%
CCn1c(SCC(=O)OC)nnc1C1CCCCC1	5.8%	0.2%	-4.8%
CC(C)CC1C(=O)N(Cc2cn(CCC3OCCCO3)nn2)CCS(=O)(=O)N1Cc1ccc(-c2cccc(N(C)C)c2)cc1 (centres undefined)	.	10.2%	11.0%
N#Cc1cc(-c2ccccc2)nc(NN)n1	-10.6%	?	?
CC1CCN(c2nn3c(=O)c(C(=O)NCCc4ccc(Cl)cc4)cnc3s2)CC1	1.5%	-3.4%	?
O=C(OCCOCCOC(=O)Oc1ccccc1)Oc1ccccc1	.	17.7%	3.6%
FC(F)(F)c1ccccc1NC(=S)Nc1ccccc1	-8.4%	-8.5%	-0.8%
CCOc1ccc(-n2nc3c(Cl)nnc(C)c3c2C)cc1	-5.9%	?	-13.5%
Cn1cc(SCC(=O)NCCc2ccccc2)c2ccccc21	-11.3%	?	?
O=C(CCCOc1ccc(Br)cc1)Nc1nnc(C2CC2)s1	1.6%	-5.5%	-13.0%

Arranged by count of non-hydrogen atoms (largest number first): some entries from above
SMILES	GCN5L2 inh	TDP1 cell noCPT	TDP1 cell CPT
COc1ccc(C)cc1S(=O)(=O)NCC(c1cccnc1)N1CCc2ccccc2C1 (centres undefined)	-0.7%	-11.5%	-27.5%
Cn1cc(SCC(=O)NCCc2ccccc2)c2ccccc21	-11.3%	?	?
CCn1c(SCC(=O)OC)nnc1C1CCCCC1	5.8%	0.2%	-4.8%

More results:
SMILES	GCN5L2 inh	TDP1 cell noCPT	TDP1 cell CPT
CCOCc1c(C(=O)Nc2ccccc2N2CCN(C)CC2)oc2ccccc12	2.6%	10.3µM*	8.2µM*
COc1ccc(NC(=O)c2oc3ccccc3c2NC(=O)COc2ccc(F)cc2)c(OC)c1	1.9%	-16.5%	?
CN(C)S(=O)(=O)N1CCC(n2nccc2NC(=O)CCc2ccccc2)CC1	?	-9.0%	-1.0%
CCOC(=O)c1cc(-c2ccc(C)cc2)n(CCC(=O)NCCCOC)c1C	-2.4%	-12.7%	-22.4%
c1cncc(-c2nc(-c3ccc4c(c3)OCO4)cs2)c1	-0.1%	?	?
Cc1ccc(CNc2ccc(N3C(=O)CCCC3=O)cc2[N+](=O)[O-])cc1	-3.6%	?	?
COc1cc(NC(=O)c2ccc(F)cc2)ccc1NC(=O)c1cc2ccccc2o1	-5.3%	7.8%	-22.2%
COc1ccccc1C(=O)NCCC(=O)NC1=NCCS1	2.7%	-8.5%	-4.1%
CCOC(=O)C1=C(C)N(c2ccccc2)C(=O)C1	3.5%	-11.7%	-13.8%
COC(=O)c1c(NC(=O)CSc2nc3nc(C)cc(C)n3n2)sc(C)c1C	1.5%	?	-25.2%
CCOC(=O)C1(Cc2ccc(Cl)cc2)CCN(C2CCC2)CC1	-12.2%	?	-5.6%
O=c1ccc2cc(S(=O)(=O)N3CCCC3)ccc2[nH]1	1.2%	14.7%	2.6%
CCCCCc1cc(=O)oc2c(C(CCN3CCCC3)c3cc(OC)c(OC)c(OC)c3)c(OC)cc(OC)c12 (centres undefined)	-20.0%	16.4µM*	5.8µM*
O=C(CN1CCc2ccccc21)NN1CC(=O)N(c2ccc(Cl)cc2)CC1=O	-11.7%	-6.1%	-20.7%
COP(=O)(CC(=O)c1ccccc1)CC(=O)c1ccccc1	5.7%	-0.1%	20.1%
COc1ccccc1C(=O)C1CCCN(C(=O)c2ccco2)C1 (centres undefined)	-7.5%	-26.4%	-26.3%
CCOc1cc(-c2nc(-c3ccc(-c4ccccc4)nc3OCC)no2)cc(OCC)c1OCC	1.6%	?	?
